Source: PubChem BioAssay (several laboratories)
TRPC4 inh: inhibitors of mouse TRPC4 channel; Q9QUQ5; HEK293 TRPC4beta/mu-opioid, DAMGO-evoked Fluo4 calcium flux; hits give low values; B-score at 10 µM; hit rate 0.39% among 300,000;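 active = B-score over 3 SD under the library average, no early fluorescence shift, positive overall ratio signal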
Target sequence (Q9QUQ5 whole entry, looked up): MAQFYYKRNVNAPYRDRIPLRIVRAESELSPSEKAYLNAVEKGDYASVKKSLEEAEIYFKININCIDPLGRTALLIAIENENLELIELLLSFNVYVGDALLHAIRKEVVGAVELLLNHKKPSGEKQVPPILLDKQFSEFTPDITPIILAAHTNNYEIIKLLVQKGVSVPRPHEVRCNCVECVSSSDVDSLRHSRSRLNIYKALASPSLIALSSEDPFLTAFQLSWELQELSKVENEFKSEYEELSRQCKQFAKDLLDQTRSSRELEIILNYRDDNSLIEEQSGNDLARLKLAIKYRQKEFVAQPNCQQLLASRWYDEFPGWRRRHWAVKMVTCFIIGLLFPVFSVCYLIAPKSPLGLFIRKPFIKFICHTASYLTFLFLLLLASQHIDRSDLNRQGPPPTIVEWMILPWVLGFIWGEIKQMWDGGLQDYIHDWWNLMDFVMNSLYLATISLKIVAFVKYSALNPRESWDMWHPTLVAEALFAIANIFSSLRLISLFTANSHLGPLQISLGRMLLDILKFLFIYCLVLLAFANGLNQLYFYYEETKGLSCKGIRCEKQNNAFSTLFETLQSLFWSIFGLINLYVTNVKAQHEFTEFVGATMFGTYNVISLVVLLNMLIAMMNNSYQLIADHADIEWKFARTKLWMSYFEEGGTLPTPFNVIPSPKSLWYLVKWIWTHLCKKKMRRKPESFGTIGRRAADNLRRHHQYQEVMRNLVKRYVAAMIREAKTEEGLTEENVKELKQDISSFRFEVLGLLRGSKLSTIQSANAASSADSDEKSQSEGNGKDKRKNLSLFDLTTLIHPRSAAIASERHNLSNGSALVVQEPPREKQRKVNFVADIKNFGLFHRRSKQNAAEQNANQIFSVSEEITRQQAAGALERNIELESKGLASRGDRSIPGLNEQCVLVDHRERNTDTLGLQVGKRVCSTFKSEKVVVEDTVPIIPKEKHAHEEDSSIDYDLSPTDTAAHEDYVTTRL
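Assay system: HEK293 cells with stable TRPC4beta plus mu-opioid receptor expression; Probe or stimulus: DAMGO in two steps, submaximal then maximal; Dosing: single-point compound dosing; Measured by: Fluo4 calcium-dye fluorescence, kinetic read; Read-out basis: B score from integrated Fluo4 fluorescence ratio.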
AI-2 QS modul: modulates the Vibrio harveyi AI-2 quorum sensing system | hit rate 0.4% among 300,000 | AID 2094 | activity change, % at 7.5 µM | Vibrio harveyi JMH597 AI-2 luminescence/OD600 ratio, 9 h; hits give low values; strain lacks LuxN and CqsS sensors; 0 = neutral-control median; in the data active = activity change below about -75%, passing the limit was not always enough;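 also: luminescence divided by OD600 gain over 9 h not by final OD600 alone; inactives centre near 13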
MrgX1 ag: activates human MrgX1 receptor signaling; Q96LB2; MrgX1-HEK293 cells, Fluo-4 calcium fluorescence, agonist mode; hits give high values; B-score at 10 µM; hit rate 0.44% among 310,000; AID 588627;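 active = calcium response B-score plate-corrected fluorescence ratio at least 3 library SD, with starting fluorescence B-score inside 5 SD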
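Material: MrgX1-expressing HEK293 cells / Dosing: compound as first of three additions / Incubation: overnight seeding, then 1 h dark dye loading / Signal: Fluo-4 NW calcium fluorescence / Evaluation: B-scored fluorescence response ratio / Benchmarks: positive and negative control wells on each plate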
HIF activator: HIF pathway transcriptional activation; U2OS HRE-luciferase reporter, luminescence; normalized: DMSO 0%, desferrioxamine 100%; activation, % at 7.5 µM (by protocol); hit rate 0.32% among 300,000; AID 1910;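 active = mean activation of at least 10% of the iron chelator positive control signal, with at least half of replicates also reaching 10%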
TRPC6 act: activates the mouse TRPC6 cation channel; Q61143; HEK293-TRPC6 membrane potential dye fluorescence; hits give high values; B-score at 10 µM; hit rate 0.13% among 310,000;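 active = B-score of the integrated fluorescence ratio above library mean plus 3 SD, and starting fluorescence ratio within library mean plus 5 SD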;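 also: higher score means more depolarization so channel activation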
MrgX1 PAM: human MrgX1 positive allosteric modulation, primary screen; hit rate 0.63% among 310,000; MrgX1-HEK293, Fluo-4 calcium flux, FDSS; hits give high values; B-score at 10 µM; Q96LB2;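 active = plate-corrected calcium response at least 3 library SD above typical, normal starting fluorescence, not activating the receptor alone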;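 also: compound read alongside a low EC10 to EC30 dose of BAM8-22 agonist; peak minus trough fluorescence over baseline measured at the second addition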
PolyA inhibitor: yeast polyadenylation inhibition. hit rate 0.02% among 300,000. calls only at 12 µM. AID 1875. S. cerevisiae SKY197-pL101 polyadenylation reporter, beta-gal luminescence; efflux-impaired pdr1/pdr3 knockout yeast; score 100 = 6 SD above DMSO;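 active = lowest replicate activity score at least 50, where 100 means six control SD above control mean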;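 also: yeast exposed to compound for 9 h at 30 °C; higher score means more reporter readthrough which indicates perturbed polyadenylation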
TRPC6 inhibitor: mouse TRPC6 channel inhibition; HEK293-TRPC6, membrane potential dye, ACh-evoked depolarization; hits give low values; B-score at 10 µM; hit rate 1.1% among 310,000; AID 2553;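 active = B-score under library mean minus 3 SD, initial fluorescence not abnormally high, positive integrated signal ratio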;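 also: B-score derived from integrated fluorescence ratio over the kinetic read; more negative B-score means stronger inhibition of depolarization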
TRPC4 agonist: opens the mouse TRPC4 cation channel; HEK293 TRPC4beta/mu-opioid, Fluo4 calcium fluorescence; hits give high values; B-score at 10 µM; AID 2237; hit rate 0.49% among 310,000;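 active = B-score above 5 SD of library B-scores, and initial fluorescence ratio not above library mean plus 5 SD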;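 also: positive B-score marks a calcium rise read as TRPC4 activation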
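Assay system: HEK293 cells stably co-expressing mouse TRPC4beta and mu-opioid receptor / Timing: Fluo4 dye loading 45 min at room temperature, 110 s recording / Signal: Fluo4 calcium-sensitive dye fluorescence, kinetic, 1 Hz baseline / Read-out: integrated baseline-normalised fluorescence ratio, converted to per-well B score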
MrgX1 antagonist: antagonists of human MrgX1 receptor; AID 588676; hit rate 1.3% among 310,000; MRGX1-HEK293 calcium flux, Fluo-4, BAM8-22 antagonism; hits give low values; B-score at 10 µM;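 active = calcium-response B-score plate-corrected more than 3 library SD below zero, starting fluorescence within 5 deviations, no agonist response on first addition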;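 also: peak minus trough fluorescence over baseline after final BAM8-22 challenge near maximal dose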
TRPC4 PAM: allosteric potentiators of mouse TRPC4 channel. HEK293 TRPC4beta/mu-opioid, DAMGO EC20, Fluo-4 Ca2+ flux; hits give high values. B-score at 10 µM. hit rate 0.42% among 310,000;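 active = B-score of calcium response area above 5 SD of library B-scores, with initial fluorescence ratio within 5 SD of library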;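 also: B-score of integrated fluorescence ratio over time as area under calcium response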
* hit, by the source's call. An excerpt; the hit share may differ from the screen's.

For CC(C)(C)SCCSC1=CC(=O)CC(c2ccccc2)C1 (stereo unspecified) the results were TRPC4 inh inactive, AI-2 QS modul 19, MrgX1 ag inactive, HIF activator 3.6, TRPC6 act inactive, MrgX1 PAM inactive, PolyA inhibitor inactive, TRPC6 inhibitor inactive, TRPC4 agonist inactive, MrgX1 antagonist inactive and TRPC4 PAM inactive.
`CC(C)(C)C1CCC(C(=O)NCCc2ccc(S(N)(=O)=O)cc2)CC1` (stereo unspecified) gave TRPC4 inh inactive, AI-2 QS modul 5, MrgX1 ag inactive, HIF activator -0.9, TRPC6 act inactive, MrgX1 PAM inactive, PolyA inhibitor inactive, TRPC6 inhibitor inactive, TRPC4 agonist inactive, MrgX1 antagonist inactive and TRPC4 PAM inactive.
Cc1c(Nc2nc(-c3ccc(Cl)cc3)cs2)c(=O)n(-c2ccccc2)n1C was read as TRPC4 inh inactive, AI-2 QS modul -86*, MrgX1 ag inactive, HIF activator 0.2, TRPC6 act inactive, MrgX1 PAM inactive, PolyA inhibitor inactive, TRPC6 inhibitor inactive, TRPC4 agonist inactive, MrgX1 antagonist inactive and TRPC4 PAM inactive.
For COc1cccc(CN2CC(C(=O)N3CCOCC3)CCC2=O)c1 (stereo unspecified) the results were TRPC4 inh inactive, AI-2 QS modul 11, MrgX1 ag inactive, HIF activator 1.3, TRPC6 act inactive, MrgX1 PAM inactive, PolyA inhibitor inactive, TRPC6 inhibitor inactive, TRPC4 agonist inactive, MrgX1 antagonist inactive and TRPC4 PAM inactive.
For Cc1ccnc(SCC(=O)NC2CCCCCC2)n1 the results were TRPC4 inh inactive, AI-2 QS modul 20, MrgX1 ag inactive, HIF activator -0.2, TRPC6 act inactive, MrgX1 PAM inactive, PolyA inhibitor inactive, TRPC6 inhibitor inactive, TRPC4 agonist inactive, MrgX1 antagonist inactive and TRPC4 PAM inactive.
`COC(=O)c1ccccc1NC(=O)COC(=O)c1ccco1` gave TRPC4 inh inactive, AI-2 QS modul -3, MrgX1 ag inactive, HIF activator -0.1, TRPC6 act inactive, MrgX1 PAM inactive, PolyA inhibitor inactive, TRPC6 inhibitor inactive, TRPC4 agonist inactive, MrgX1 antagonist inactive and TRPC4 PAM inactive.
For COc1ccccc1NC(=S)NCCc1ccc(S(N)(=O)=O)cc1 the results were TRPC4 inh inactive, AI-2 QS modul 10, MrgX1 ag inactive, TRPC6 act inactive, MrgX1 PAM inactive, PolyA inhibitor inactive, TRPC6 inhibitor inactive, TRPC4 agonist inactive, MrgX1 antagonist inactive and TRPC4 PAM inactive.
Screening O=C(NCc1cccc(C(F)(F)F)c1)C1CC(c2ccc(C(F)(F)F)cc2)=NO1 (stereo unspecified) returned AI-2 QS modul 20, MrgX1 ag inactive, HIF activator -0.2, TRPC6 act inactive, MrgX1 PAM inactive, PolyA inhibitor inactive, TRPC6 inhibitor inactive, TRPC4 agonist inactive, MrgX1 antagonist inactive and TRPC4 PAM inactive.
`COc1cc(C(=O)OCC(=O)Nc2cc(C)on2)ccc1OCc1ccccc1Cl` gave TRPC4 inh inactive, AI-2 QS modul 30, MrgX1 ag inactive, HIF activator -0.9, TRPC6 act inactive, MrgX1 PAM inactive, PolyA inhibitor inactive, TRPC6 inhibitor inactive, TRPC4 agonist inactive, MrgX1 antagonist inactive and TRPC4 PAM inactive.
For Cc1onc(-c2ccccc2Cl)c1C(=O)NC1CCCCCC1 the results were TRPC4 inh inactive, AI-2 QS modul 14, MrgX1 ag inactive, HIF activator -0.5, TRPC6 act inactive, MrgX1 PAM inactive, PolyA inhibitor inactive, TRPC6 inhibitor inactive, TRPC4 agonist inactive, MrgX1 antagonist inactive and TRPC4 PAM inactive.
`COc1ccc(CN2C(=O)CCC2(C)C(=O)NC2CCCC2)c(OC)c1` (stereo unspecified) gave TRPC4 inh inactive, AI-2 QS modul 20, MrgX1 ag inactive, HIF activator 0.3, TRPC6 act inactive, MrgX1 PAM inactive, PolyA inhibitor inactive, TRPC6 inhibitor inactive, TRPC4 agonist inactive, MrgX1 antagonist inactive and TRPC4 PAM inactive.
`COc1ccccc1OCCC(=O)OCC(=O)NCc1ccc(Cl)cc1` gave TRPC4 inh inactive, AI-2 QS modul 14, MrgX1 ag inactive, HIF activator -0.1, TRPC6 act inactive, MrgX1 PAM inactive, PolyA inhibitor inactive, TRPC6 inhibitor inactive, TRPC4 agonist inactive, MrgX1 antagonist inactive and TRPC4 PAM inactive.
Cn1nccc1C(=O)Nc1ccc2c(c1)OCCO2 was read as TRPC4 inh inactive, AI-2 QS modul 11, MrgX1 ag inactive, HIF activator 0.1, TRPC6 act inactive, MrgX1 PAM inactive, PolyA inhibitor inactive, TRPC6 inhibitor inactive, TRPC4 agonist inactive, MrgX1 antagonist inactive and TRPC4 PAM inactive.
Cc1ccc(S(=O)(=O)N2CCC(C(=O)OCC(=O)N(C)C3CCS(=O)(=O)C3)CC2)cc1C (stereo unspecified) was read as TRPC4 inh inactive, AI-2 QS modul 91, MrgX1 ag inactive, HIF activator -0.2, TRPC6 act inactive, MrgX1 PAM inactive, PolyA inhibitor inactive, TRPC6 inhibitor inactive, TRPC4 agonist inactive, MrgX1 antagonist inactive and TRPC4 PAM inactive.
For C=C1CCC2[C@](C)(CO)[C@H](O)CC[C@@]2(C)[C@@H]1C/C=C1\C(=O)OC[C@H]1O (stereo partly specified) the results were TRPC4 inh inactive, AI-2 QS modul 6, MrgX1 ag inactive, HIF activator 0.6, TRPC6 act inactive, MrgX1 PAM inactive, PolyA inhibitor inactive, TRPC6 inhibitor inactive, TRPC4 agonist inactive, MrgX1 antagonist inactive and TRPC4 PAM inactive.
COCCCNC(=S)N/N=C/c1ccc(O)cc1O was read as TRPC4 inh inactive, AI-2 QS modul -8, MrgX1 ag inactive, HIF activator -0.3, TRPC6 act inactive, MrgX1 PAM inactive, PolyA inhibitor inactive, TRPC6 inhibitor inactive, TRPC4 agonist inactive, MrgX1 antagonist inactive and TRPC4 PAM inactive.
`O=C(NC1CCCC1)c1cc(COc2ccc3ncccc3c2)on1` gave TRPC4 inh inactive, AI-2 QS modul 33, MrgX1 ag inactive, HIF activator 0.6, TRPC6 act inactive, MrgX1 PAM inactive, PolyA inhibitor inactive, TRPC6 inhibitor inactive, TRPC4 agonist inactive, MrgX1 antagonist inactive and TRPC4 PAM inactive.
For COc1ccc(OC)c(N/C(C)=C/C(=O)c2ccncc2)c1 the results were TRPC4 inh inactive, AI-2 QS modul -5, MrgX1 ag inactive, HIF activator -0.7, TRPC6 act inactive, MrgX1 PAM inactive, TRPC6 inhibitor inactive, TRPC4 agonist inactive, MrgX1 antagonist inactive and TRPC4 PAM inactive.
Screening Cc1ccnc(NCn2nnc3ccccc32)c1 returned TRPC4 inh inactive, AI-2 QS modul -6, MrgX1 ag inactive, HIF activator -0.2, TRPC6 act inactive, MrgX1 PAM inactive, PolyA inhibitor inactive, TRPC6 inhibitor inactive, TRPC4 agonist inactive, MrgX1 antagonist inactive and TRPC4 PAM inactive.
`CCc1c(C)nc(N2CCN(c3ccccc3F)CC2)[nH]c1=O` gave TRPC4 inh inactive, AI-2 QS modul 14, MrgX1 ag inactive, HIF activator -11, TRPC6 act inactive, MrgX1 PAM inactive, PolyA inhibitor inactive, TRPC6 inhibitor inactive, TRPC4 agonist inactive, MrgX1 antagonist inactive and TRPC4 PAM inactive.
Screening O=C(Cc1ccc([N+](=O)[O-])cc1)Nc1cccc(C(F)(F)F)c1 returned TRPC4 inh inactive, AI-2 QS modul -2, MrgX1 ag inactive, HIF activator -0.5, TRPC6 act inactive, MrgX1 PAM inactive, PolyA inhibitor inactive, TRPC6 inhibitor inactive, TRPC4 agonist inactive, MrgX1 antagonist inactive and TRPC4 PAM inactive.
COc1ccccc1CNC(=O)C(=O)c1cn(CC(=O)N2CCCC2)c2ccccc12 was read as TRPC4 inh inactive, AI-2 QS modul -1, MrgX1 ag inactive, HIF activator 0.3, TRPC6 act inactive, MrgX1 PAM inactive, PolyA inhibitor inactive, TRPC6 inhibitor inactive, TRPC4 agonist inactive, MrgX1 antagonist inactive and TRPC4 PAM inactive.
For CCCCCCC(C)n1cc(C(C)=O)c(=O)[nH]c1=O (stereo unspecified) the results were TRPC4 inh inactive, AI-2 QS modul 17, MrgX1 ag inactive, HIF activator -0.1, TRPC6 act inactive, MrgX1 PAM inactive, PolyA inhibitor inactive, TRPC6 inhibitor inactive, TRPC4 agonist inactive, MrgX1 antagonist inactive and TRPC4 PAM inactive.
O=C(O)c1cccnc1SCc1cccc(Br)c1 was read as TRPC4 inh inactive, AI-2 QS modul -30, MrgX1 ag inactive, HIF activator 1.5, TRPC6 act inactive, MrgX1 PAM inactive, PolyA inhibitor inactive, TRPC6 inhibitor inactive, TRPC4 agonist inactive, MrgX1 antagonist inactive and TRPC4 PAM inactive.
O=c1[nH]c2ccccc2n1C1CCCCC1 was read as TRPC4 inh inactive, AI-2 QS modul 75, MrgX1 ag inactive, HIF activator 0.0, TRPC6 act inactive, MrgX1 PAM inactive, PolyA inhibitor inactive, TRPC6 inhibitor inactive, TRPC4 agonist inactive, MrgX1 antagonist inactive and TRPC4 PAM inactive.
`C#Cc1ccc([C@@H]2C=C(C(=O)N3CCN(Cc4ccccc4)CC3)O[C@H](OCC)[C@H]2CCCO)cc1` gave TRPC4 inh inactive, AI-2 QS modul -5, MrgX1 ag inactive, HIF activator 1.3, TRPC6 act inactive, MrgX1 PAM inactive, PolyA inhibitor inactive, TRPC6 inhibitor inactive, TRPC4 agonist inactive, MrgX1 antagonist inactive and TRPC4 PAM inactive.
Screening COc1ccccc1NC(=O)c1cc2n(n1)C(C(F)(F)F)CC(c1ccc3c(c1)OCO3)N2 (stereo unspecified) returned TRPC4 inh inactive, AI-2 QS modul 16, MrgX1 ag inactive, HIF activator -0.2, TRPC6 act inactive, MrgX1 PAM inactive, PolyA inhibitor inactive, TRPC6 inhibitor inactive, TRPC4 agonist inactive, MrgX1 antagonist inactive and TRPC4 PAM inactive.
O=C(/C=C/c1ccccc1Cl)c1ccc[nH]1 was read as TRPC4 inh inactive, AI-2 QS modul 7, MrgX1 ag inactive, HIF activator 2.3, TRPC6 act inactive, MrgX1 PAM inactive, PolyA inhibitor inactive, TRPC6 inhibitor inactive, TRPC4 agonist inactive, MrgX1 antagonist inactive and TRPC4 PAM inactive.
